# N-glyco inh: blocks N-linked glycosylation in D54 reporter cells; D54 ERlucT glycosylation luciferase reporter, 24 h; percent of 100 nM tunicamycin response; reporter increase, % at 12.5 µM; hit rate 0.23% among 360,000; AID 588692;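 active = mean luciferase reporter signal, scaled so untreated is 0 and the glycosylation-blocking control 100, at or above a set limit in every replicate; inconclusive = mean reaches the limit but not every replicate does; inactive = mean below the limit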;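 note: luciferase carries N-glycosylation sites so blocking glycosylation raises the light; 0% = median of neutral control wells and 100% = median of 100 nM tunicamycin wells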
# Granule exo inh: blocks lytic granule exocytosis | TALL-104 LAMP-1 surface exposure, flow cytometry; cells stimulated with thapsigargin and PMA | inhibition, % at 10 µM | hit rate 0.66% among 360,000 | AID 651702;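 active = inhibition above about 55%, limit read from the data; inconclusive = no clear call, values can overlap the other calls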
# aDG glyco up: increases alpha dystroglycan glycosylation; hit rate 0.22% among 360,000; activation, % at 10 µM; Pro5-aDG cells, alpha-DG glycosylation AlphaScreen (IIH6); 0% Pro5, 100% B10-LARGE cell signal;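 active = activation of at least 8% versus controls, or a plate z-score of at least 8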;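 note: Pro5 are CHO cells carrying HIG-tagged alpha-DG that lacks glycosylation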
# CaV13 FRET inh: Primary screen for inhibitors of IQ motif and Ca2+-dependent inactivation inhibitor domain binding in CACNA1D, Förster resonance energy transfer in living cells, …; inhibition, % at 12.3 µM; AID 743397; hit rate 0.098% among 340,000; HEK cells, CFP/YFP FRET ICDI-IQ, plate reader, 10 min; percent FRET-ratio fall versus neutral wells;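 active = mean replicate inhibition of at least 30% and at least 1% of replicates passing that level; inconclusive = only one of the two criteria is met; inactive = neither criterion is met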;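 note: 0% = median of the neutral control wells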
# PDI inh: PDI (human) enzyme inhibition. P07237. PDI insulin aggregation turbidity, A650, 90 min. inhibition, % at 10 µM. hit rate 0.052% among 350,000. AID 588391;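 active = mean inhibition across replicates of 30% or more, whatever share of single replicates reach that level; inconclusive = mean inhibition below 30% while every single replicate reaches 30%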;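 note: absorbance from insulin aggregation driven by PDI reduction with DTT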
# ABCB6 inh 2: inhibitors of human ABC transporter ABCB6. K562-ABCB6 porphyrin accumulation, flow cytometry, 1 h; stronger effect = lower value. fluorescence ratio to DMSO, % at 10 µM. hit rate 0.19% among 360,000. AID 602162;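 active = fluorescence ratio to DMSO below 75%, the collection mean minus 3 SD; inconclusive = too few cells collected in the well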;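 note: signal is porphyrin accumulated inside mitochondria; 100% equals median channel fluorescence of DMSO control wells; lower ratio means ABCB6 inhibition with less porphyrin fluorescence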
# Target sequence (Q9NP58 whole entry, looked up): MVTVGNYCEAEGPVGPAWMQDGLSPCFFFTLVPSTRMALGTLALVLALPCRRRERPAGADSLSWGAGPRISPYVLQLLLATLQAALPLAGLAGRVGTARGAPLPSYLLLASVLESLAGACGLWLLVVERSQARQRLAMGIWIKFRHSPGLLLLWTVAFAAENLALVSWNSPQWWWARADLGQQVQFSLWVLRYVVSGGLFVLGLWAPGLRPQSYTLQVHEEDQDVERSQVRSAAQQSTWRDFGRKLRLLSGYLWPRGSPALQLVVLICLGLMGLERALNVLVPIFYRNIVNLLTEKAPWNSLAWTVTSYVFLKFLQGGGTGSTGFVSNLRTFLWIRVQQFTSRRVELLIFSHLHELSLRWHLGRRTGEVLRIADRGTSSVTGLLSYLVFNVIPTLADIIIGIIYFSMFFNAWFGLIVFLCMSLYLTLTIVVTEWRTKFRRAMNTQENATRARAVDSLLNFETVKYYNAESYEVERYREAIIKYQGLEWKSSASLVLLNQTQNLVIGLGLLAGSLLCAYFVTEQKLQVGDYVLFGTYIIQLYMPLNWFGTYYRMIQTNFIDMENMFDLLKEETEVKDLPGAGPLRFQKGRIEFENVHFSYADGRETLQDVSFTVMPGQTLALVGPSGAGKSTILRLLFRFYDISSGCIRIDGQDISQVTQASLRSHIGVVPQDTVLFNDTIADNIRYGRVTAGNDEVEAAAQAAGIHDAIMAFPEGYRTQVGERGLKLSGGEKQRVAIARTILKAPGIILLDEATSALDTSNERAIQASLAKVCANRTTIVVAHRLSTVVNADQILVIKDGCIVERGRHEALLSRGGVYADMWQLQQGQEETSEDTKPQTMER
# Cardio protect: modulators protecting cardiomyocytes from myocardial damage; H9c2 cardiomyocytes, H2O2 injury protection, ATPLite, 2 h; protection from H2O2 cell death, % at 20 µM; hit rate 0.63% among 360,000; AID 588492;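 active = compounds giving at least 50% protection of heart cells from peroxide-induced death in the single-dose screen, raw or plate-pattern-corrected value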;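 note: 0% = DMSO wells with peroxide and 100% = DMSO wells without peroxide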
# hiPSC survival: enhancers of human iPSC single-cell survival | hiPSC single-cell survival, ATPlite luminescence; 100% = ROCK inhibitor wells, 0% = DMSO | survival enhancement, % at 20 µM | hit rate 0.044% among 360,000 | AID 602274; in the data active = survival enhancement above about 18%;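 note: cells exposed to compounds for 16 hours before the ATP read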
# HTR2A ag: agonists of mouse serotonin 5-HT2A receptor (HTR2A). P35363. CHO-K1 mHTR2A beta-arrestin complementation, luminescence; percent of 30 µM serotonin response. activation, % at 7.6 µM. hit rate 0.66% among 360,000;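 active = activation above a run cutoff, the mean activation of all tested compounds plus 3 SD, cut at about 14% in these data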;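 note: 0% = plate median of compound wells and 100% = 30 µM serotonin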
# Vif imaging: blocks HIV Vif function; HEK293T cells, Vif self-association by quenched fluorescence, imaging, 24 h; inhibition, % at 7.49 µM; hit rate 0.35% among 340,000; in the data active = inhibition above about 50%, passing the limit was not always enough; inconclusive = no clear call, values can overlap the other calls; inactive = below about 31%; note: some results filed as inactive read as strong as hits
# Numbers without * were called inactive; ? = inconclusive; / = not tested or not shown.
compound	N-glyco inh	ABCB6 inh 2	Granule exo inh	hiPSC survival	PDI inh	Cardio protect	aDG glyco up	CaV13 FRET inh	Vif imaging	HTR2A ag
Cc1cc(C)c2c(=O)[nH]c(SCC(=O)NCc3ccccc3)nc2n1	4	102	-2	-1.4	3	4	0.3	-9	-1	3
CCCN(CC(=O)Nc1ccccc1C)C(=O)C1CC(=O)N(c2ccc(C)cc2)C1 (configuration not stated)	1	102	-3	-0.4	-1	6	-0.1	-5	-2	1
Cc1nc2sc(-c3ccccc3)cc2c(=O)n1N	-20	101	1	-0.7	-1	-14	0.4	-5	-8	3
COC(=O)c1cccc(NC(=O)Nc2ccc(Cl)c(Cl)c2)c1	-3	97	16	1.1	-2	-18	1.2	-7	/	-4
Cc1cc2oc(=O)cc(CN3CCOCC3)c2cc1Cl	0	97	1	0.4	-8	-3	0.1	-7	13	1
O=C(NCc1ccc2c(c1)OCO2)C1CCN(S(=O)(=O)c2ccc(F)cc2)CC1	-1	100	2	-0.5	-4	2	0.0	-3	0	-4
CCOCCCNC(=O)c1cccs1	1	102	2	-0.9	1	6	-0.1	/	2	-1
CCOc1ccc(N(CC(=O)N2CCN(c3ccc(F)cc3)CC2)S(=O)(=O)c2c(C)noc2C)cc1	-3	102	33	0.1	6	-3	0.1	-7	-4	-10
O=C(Nc1cnc2ccccc2c1)c1cccnc1	-8	105	-1	-0.7	1	-6	0.0	-6	/	2
CCNC(=O)CN(c1ccc(Oc2ccccc2)cc1)S(=O)(=O)c1ccccc1	-6	101	-5	-0.4	4	-4	-0.1	-2	-15	-5
O=C(NCCCN1CCOCC1)c1ccc(Sc2ccc(F)cc2)c([N+](=O)[O-])c1	-2	105	16	3.0	-1	11	-0.4	-2	4	-1
COc1ccc(NC(=O)CN(C)C(=O)C2CC(=O)N(Cc3ccc(C)cc3)C2)cc1 (configuration not stated)	3	97	-4	-0.1	2	0	0.2	/	4	6
COc1cccc(C(=O)OCCN2C(=O)c3ccccc3C2=O)c1OC	/	87	-2	-5.1	-3	6	0.0	-7	/	0
COc1ccccc1NC(=S)N(Cc1cccs1)C1CCCC1	0	95	4	-0.5	4	-3	0.0	-1	4	5
Cn1ncc2c(=O)[nH]cnc21	1	99	-2	-0.3	0	-2	-0.6	-5	-5	-1
COc1ccccc1/C=C/C(=O)NCC(=O)N/N=C(\CCC(=O)O)c1ccccc1	1	94	-1	-2.3	7	4	-0.2	-7	4	-2
COc1ccc(C)cc1NC(=O)CN(C)C1CCCCC1	0	100	-15	0.9	-26	-2	0.3	-3	?	0
S=C(NC1CCCCC1)N1CCOCC1	3	96	1	-0.4	15	3	0.0	-2	12	9
O=C(NC1CC2CCC1C2)C1CCN(S(=O)(=O)c2ccc(-c3nn[nH]n3)cc2)CC1 (configuration not stated)	1	100	-1	10	-7	3	-0.4	/	-3	-1
CN(C)c1ccc(C(=O)OCc2ccc(Br)cc2)cc1	1	101	-3	2.9	6	-20	0.0	/	-8	-6
CCOc1ccc(N(C)S(=O)(=O)c2ccc3[nH]cc(C(=O)NCC4CCCO4)c(=O)c3c2)cc1 (configuration not stated)	0	92	0	1.8	-12	-10	-0.2	-5	-1	-1
CCOC(=O)C1(Cc2ccccc2C)CCCN(C(=O)CCc2c(C)noc2C)C1 (configuration not stated)	1	98	-5	-0.4	3	-2	-0.1	-14	2	1
C=CCn1c(=O)/c(=C\c2ccsc2)s/c1=C(/C#N)C(=O)NCCN1CCOCC1	0	99	-2	-4.0	-5	29	-0.5	/	16	-2
COc1ccc(C(=O)OCC(=O)NC2CCCC2)c(OC)c1	0	91	-1	-0.3	-6	5	0.1	-2	-2	6
CCOC(=O)c1ccc(NC(=O)Cn2cc3c(n2)CCC(C)C3)cc1 (configuration not stated)	1	103	-3	0.0	/	-13	0.2	-1	12	4

# (next part)
compound	N-glyco inh	ABCB6 inh 2	Granule exo inh	hiPSC survival	PDI inh	Cardio protect	aDG glyco up	CaV13 FRET inh	Vif imaging	HTR2A ag
O=C(NCCS(=O)(=O)NCc1ccccn1)c1ccccc1	1	92	7	3.0	-4	-3	-0.2	-1	0	2
CC(=O)NC(=S)Nc1ccc(NC(=S)NC(=O)c2ccc([N+](=O)[O-])cc2)cc1	-1	100	9	0.0	6	-4	-0.1	-14	-3	10
COc1ccc(NC2=NCC(Cc3ccc(Br)cc3)S2)cc1 (configuration not stated)	3	104	16	-1.0	-3	-30	3.0	-14	-18	-2
Cc1cc(C(=O)CN2C(=O)NC3(CCCc4ccccc43)C2=O)c(C)n1Cc1cccs1 (configuration not stated)	-4	96	-1	-3.1	-5	-22	0.2	-1	-6	-1
COc1ccc(OCC(O)CN2C(=O)c3ccccc3S2(=O)=O)cc1 (configuration not stated)	1	99	-4	1.9	-1	-3	0.1	-3	10	3
CC(Oc1ccc2c3c(c(=O)oc2c1)CCC3)C(=O)NCCN1CCOCC1 (configuration not stated)	0	94	0	2.1	-5	5	0.1	-7	1	3
CN1CC(=O)N(CC(=O)NC2CCCCC2)C1=O	0	93	-4	-0.5	-1	9	0.3	-5	32	-1
Cc1cccc(C(=O)OCC(=O)N(CC(C)C)c2c(N)n(Cc3ccccc3)c(=O)[nH]c2=O)c1C	-1	98	6	0.8	-8	-4	-0.2	-5	-7	4
Cc1csc(C(=O)O)c1-n1cccc1	-1	100	-1	7.2	8	3	-0.2	-5	-3	-1
CCCc1[nH]nc2c1C(c1ccc(OC)c(Cn3nc(C)c(Br)c3C)c1)C(C#N)=C(N)O2 (configuration not stated)	-2	92	-1	-0.6	-2	2	-0.2	-6	11	7
Cc1nc(C)n(CC(=O)N2CCCC(C(=O)c3ccc(Cl)cc3C)C2)n1 (configuration not stated)	-2	102	-3	-0.9	7	-2	0.4	-13	12	5
CCn1c(CSc2nc3ccccc3s2)nnc1SCC(=O)c1ccc(Cl)cc1	-4	99	4	-1.0	11	-21	0.3	/	-3	9
COCCCN1C(=O)C(CC(=O)NCC2CCCCC2)CC(C(=O)N(C)C)=C1C (configuration not stated)	1	100	-5	5.1	3	1	0.2	-3	-1	1
O=C1c2ccccc2NC(c2ccc([N+](=O)[O-])cc2)N1O (configuration not stated)	0	101	-3	0.8	3	62*	-0.3	-6	1	0
O=C(CN1CCN(C(=O)C2CC2)CC1)Nc1cc(C(F)(F)F)cc(C(F)(F)F)c1	3	100	-5	-2.0	-8	2	0.1	-3	-7	-5
Clc1ccc2c(c1)C1=C(C(c3ccncc3)O2)C(c2ccc(Br)cc2)n2ncnc2N1 (configuration not stated)	-9	99	1	-3.2	-8	-14	0.9	-6	-5	3
Cc1cccc(Nc2nnc(SCC(=O)NC3CCCc4ccccc43)s2)c1C (configuration not stated)	-4	96	-4	3.2	-8	0	0.0	-1	-1	2
COC(=O)CSc1nsc(SCC(=O)OC)n1	2	96	2	-2.2	4	21	-0.4	-4	-2	3
CNC(=O)c1ccc(-c2nc(-c3ccccc3)cs2)cc1	3	92	-1	-3.2	-16	4	0.9	-4	-7	-4
COC(=O)c1ccc2c(=O)n(CCCCCC(=O)O)c(=S)[nH]c2c1	3	106	-3	0.6	-2	0	-0.2	-5	-6	-1
CCCNc1c(NC(=O)COc2ccc(Cl)cc2)c(=O)oc2ccccc12	0	98	4	0.4	5	1	4.6	-2	-6	-3
O=C(CN1CCN(S(=O)(=O)c2ccccc2)CC1)Nc1ccnn1C1CCCC1	0	104	-8	-0.4	-4	-6	0.2	-5	-2	-1
Cc1ccc(NC(=S)NCCN2CCOCC2)cc1C	0	98	-1	-1.5	-8	1	0.0	-4	12	-2
CCCn1nc(C(=O)Nc2nnc(CC)s2)c2ccccc2c1=O	0	96	1	0.5	1	1	0.0	-3	4	2
CN1CCCN(Cc2ccc(Cl)cc2Cl)CC1	-2	100	3	-1.8	-5	4	0.3	-9	14	-9

# One compound at a time, from the list above. Order of screens: N-glyco inh | ABCB6 inh 2 | Granule exo inh | hiPSC survival | PDI inh | Cardio protect | aDG glyco up | CaV13 FRET inh | Vif imaging | HTR2A ag
# Profile of O=C(NCCS(=O)(=O)NCc1ccccn1)c1ccccc1 : 1 | 92 | 7 | 3.0 | -4 | -3 | -0.2 | -1 | 0 | 2
# Profile of CCCn1nc(C(=O)Nc2nnc(CC)s2)c2ccccc2c1=O : 0 | 96 | 1 | 0.5 | 1 | 1 | 0.0 | -3 | 4 | 2

# Following part
compound	N-glyco inh	ABCB6 inh 2	Granule exo inh	hiPSC survival	PDI inh	Cardio protect	aDG glyco up	CaV13 FRET inh	Vif imaging	HTR2A ag
CCOC(=O)CC[C@H](NC(=O)Cn1cnc2c(NCc3ccccc3)ncnc21)C(=O)OCC	1	94	-1	3.6	-5	7	-0.1	-6	11	-2
Cc1ccccc1-n1cc(CNC(=O)C2CCC(=O)N(C3CC3)C2)cn1 (configuration not stated)	-3	93	6	-0.2	-5	3	-0.1	/	3	-1
C[n+]1cn(/N=C/c2ccccc2)c2ccccc21	0	102	-3	1.1	-6	-9	0.5	-5	6	3
Cc1ccc(C(=O)CN(CCCC(N)=O)C(=O)c2ccncc2)cc1	3	101	-2	0.3	1	6	0.3	-9	5	-2
O=C(NCc1ccco1)c1cc(-c2ccco2)on1	11	105	-2	-1.4	18	-3	-0.3	-6	3	-3
CCOC(=O)N/N=C\c1ccc([N+](=O)[O-])s1	9	91	-3	-1.7	-2	2	6.5*	3	2	3

# Molecules shown so far containing an NH in an aromatic ring:
compound	N-glyco inh	ABCB6 inh 2	Granule exo inh	hiPSC survival	PDI inh	Cardio protect	aDG glyco up	CaV13 FRET inh	Vif imaging	HTR2A ag
Cc1cc(C)c2c(=O)[nH]c(SCC(=O)NCc3ccccc3)nc2n1	4	102	-2	-1.4	3	4	0.3	-9	-1	3
Cn1ncc2c(=O)[nH]cnc21	1	99	-2	-0.3	0	-2	-0.6	-5	-5	-1
O=C(NC1CC2CCC1C2)C1CCN(S(=O)(=O)c2ccc(-c3nn[nH]n3)cc2)CC1 (configuration not stated)	1	100	-1	10	-7	3	-0.4	/	-3	-1
CCOc1ccc(N(C)S(=O)(=O)c2ccc3[nH]cc(C(=O)NCC4CCCO4)c(=O)c3c2)cc1 (configuration not stated)	0	92	0	1.8	-12	-10	-0.2	-5	-1	-1
Cc1cccc(C(=O)OCC(=O)N(CC(C)C)c2c(N)n(Cc3ccccc3)c(=O)[nH]c2=O)c1C	-1	98	6	0.8	-8	-4	-0.2	-5	-7	4
CCCc1[nH]nc2c1C(c1ccc(OC)c(Cn3nc(C)c(Br)c3C)c1)C(C#N)=C(N)O2 (configuration not stated)	-2	92	-1	-0.6	-2	2	-0.2	-6	11	7
COC(=O)c1ccc2c(=O)n(CCCCCC(=O)O)c(=S)[nH]c2c1	3	106	-3	0.6	-2	0	-0.2	-5	-6	-1

# Rows are unselected. About 3.1% of those tested had a hit in this group.
